Source: PubChem BioAssay (National Center for Advancing Translational Sciences (NCATS))
Hsp90 Hop PPI = changes Hsp90-Hop TPR2A binding signal, up or down | AlphaScreen TPR2A-His6 binding biotin-Hsp90 C-terminal peptide | Potency, µM (highest dose often 57 µM), for the others: at the top dose activity change, negative = inhibition | 71,000 tested, 0.44% active | AID 595; active means well fitted curve in either direction with a large enough effect; inconclusive means small, poorly fitted or top-dose-only effect, or another doubt; further: potency means the concentration at half of the fitted maximal effect; on the % scale 0 is the no-effect control and ±100 the full control effect; many of its hits are not listed in these tables
FLuc inh = firefly luciferase inhibition; 72,000 tested, 2.2% active; purified firefly luciferase, luminescence, 8 min; P08659; Potency, µM (top dose mostly 57.1 µM), inactives show at the highest dose activity change, negative = inhibition, most hits filed as inhibitors; AID 411; further: potency means the concentration at half of the fitted maximal effect; on the % scale 0 is the no-effect control and ±100 the full control effect; nearly all actives have a fitted effect of over 40% in size
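Compounds were tested as concentration series (qHTS) against purified P. pyralis luciferase with luciferin and 10 uM ATP in 50 mM imidazole pH 7.2, 50 mM KCl, 7 mM MgCl2, 0.01% Tween 20, 0.05% BSA. Luminescence was read after 8 min at ambient temperature.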
Rhodamine autofl = compound fluoresces in the rhodamine spectral region; Rhodamine-region fluorescence, 547/598 nm, Tris buffer; hits give high values; max dye-equivalent concentration, M; 59,000 tested, 0.05% active; AID 594; in the data active means max dye-equivalent concentration above about 11 nM; inconclusive means between about 1.1 nM and that limit
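Compound fluorescence in 100 mM Tris, pH 8.0, read after 15 min at room temperature with 547 nm excitation and 598 nm emission. Output is dye-equivalent concentration from an on-plate rhodamine standard series.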
ERK AVP inh = blocks ERK signaling stimulated by vasopressin. Potency, µM (series often up to 57.5 µM), for inactives: at the top dose activity, negative = inhibition, hits mostly inhibitors. 72,000 tested, 0.99% active. HEK293-V1b, vasopressin-stimulated pERK AlphaScreen; further: potency means the concentration at half of the fitted maximal effect; on the % scale 0 is the no-effect control and ±100 the full control effect; nearly all actives have a fitted effect of over 55% in size
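qHTS, compounds titrated on V1b-expressing HEK293 cells. Preincubation 30 min at 37C, vasopressin 25 nM for 5 min, lysis 10 min, bead incubation 5 hr at room temperature.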
ALOX15 inhib = blocks human 15-lipoxygenase activity. 74,000 tested, 1.4% active. purified 15hLO-1, xylenol orange hydroperoxide absorbance. P16050. Potency, µM (doses to about 57.1 µM), without a hit: at the highest dose activity change, negative = inhibition, usual class: inhibitors; further: potency means the concentration at half of the fitted maximal effect; on the % scale 0 is the no-effect control and ±100 the full control effect; nearly all actives have a fitted effect of over 55% in size
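Compounds were preincubated 15 min at room temperature with 40 nM purified human enzyme (25 mM Hepes pH 7.5, 0.01% Triton X-100); 50 uM arachidonic acid reacted 6 min. Fe-xylenol orange detection, 30 min, absorbance ratio 573/405 nm.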
HBB splicing = alters splicing of the hemoglobin beta chain. HBB splicing reporter cell assay, activation; EGFP reporter with mutant IVS2-654 intron; response scale: normalised to 500 nM splice-correcting PNA. 65,000 tested, 0.06% active. Potency, µM (doses to about 46.1 µM), for inactives: at the top dose activation, actives largely listed as activators; further: potency means the concentration at half of the fitted maximal effect; 0% is about no effect
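Compounds were applied for 2 days to HeLa EGFP-654 cells, 500/well in Optimem with 2% FCS. The reporter's EGFP is disrupted by mis-splicing of beta-globin intron IVS2-654. Readout: summed well GFP fluorescence from 488 nm laser scanning; reference was 500 nM antisense […] 654 PNA.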
CRE-bla Fsk = modulators of forskolin-stimulated CRE signaling in CHO cells | CHO CRE-bla reporter (cAMP response element driving beta-lactamase), forskolin EC10, beta-lactamase ratio | Potency, µM (doses to about 38.2 µM), for inactives: top-dose activity change, negative = inhibition, most hits filed as activators | 71,000 tested, 2.5% active | AID 662; active means well fitted activation curve with a large enough effect in the signal ratio, with a control signal flat, not every such curve was filed as active; inconclusive means small, poorly fitted or top-dose-only effect, or effect the other way, or a change in a side signal; the % refers to the signal ratio; further: potency means the concentration at half of the fitted maximal effect; % of control where 0% means no effect
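Forskolin analogue NKH 477 at EC10 stimulated CRE-driven beta-lactamase in CHO cells alongside compound dilution series. Beta-lactamase was measured with CCF4, excitation 405 nm, emission ratio 460/530 nm.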
HADH2 inh = inhibitors of human HADH2 dehydrogenase; recombinant HADH2, NADH fluorescence, beta-hydroxybutyryl-CoA; 73,000 tested, 3.4% active; Potency, µM (titrated, usually from 57.1 µM), without a hit: top-dose activity change, negative = inhibition, most hits filed as inhibitors; Q99714; further: potency means the concentration at half of the fitted maximal effect; on the % scale 0 is the no-effect control and ±100 the full control effect; nearly all actives have a fitted effect of over 60% in size; many of its hits are not listed in these tables
Target sequence (Q99714 whole entry, looked up, one chain of several): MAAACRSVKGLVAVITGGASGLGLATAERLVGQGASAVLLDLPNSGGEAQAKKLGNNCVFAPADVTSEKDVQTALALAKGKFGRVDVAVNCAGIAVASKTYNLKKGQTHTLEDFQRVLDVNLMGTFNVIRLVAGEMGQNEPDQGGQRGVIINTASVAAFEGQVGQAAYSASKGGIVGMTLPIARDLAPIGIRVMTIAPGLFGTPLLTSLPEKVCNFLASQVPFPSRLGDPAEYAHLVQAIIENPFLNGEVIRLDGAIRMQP
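20 nM HADH2 + cpd, 15 min RT; add 1 mM NAD+/90 uM beta-hydroxybutyryl-CoA; kinetic fluorescence 360/450 nm, 4 min. Tris-HCl pH 9.0, 0.01% Tween-20.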
DNA Pol III inh = inhibitors of bacterial DNA polymerase III holoenzyme. reconstituted DNA polymerase III holoenzyme replication, biochemical. Potency, µM (titrated, usually from 57.1 µM), for inactives: at the top dose activity change, negative = inhibition. 71,000 tested, 0.25% active; further: potency means the concentration at half of the fitted maximal effect; on the % scale 0 is the no-effect control and ±100 the full control effect
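Reconstituted *E. coli* holoenzyme (0.35 nM Pol III, 1 nM beta, 154 nM SSB, 2 nM primase) was preincubated with compound for 15 min at RT. Synthesis on 1.4 nM ssM13Gori ran 35 min, then was stopped with PicoGreen/EDTA and read as dsDNA fluorescence.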
Texas Red fluor = compounds fluorescent in Texas Red spectral region; Compound fluorescence, Texas Red channel, 547/618 nm; hits give high values; max dye-equivalent concentration, M; 59,000 tested, 0.06% active; AID 587; in the data active means max dye-equivalent concentration above about 10 nM; inconclusive means between about 1.1 nM and that limit
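Texas Red-region profiling: compounds in 100 mM Tris pH 8.0 were read at 547/618 nm after 15 min at room temperature. Intensities were normalized against a six-point Texas Red standard series to give dye-equivalent concentration.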
Tau filament bind = tau filament binding; P10636; recombinant tau filaments, thioflavin S fluorescence, 15 h; filaments grown with octadecylsulfate alongside compound; Potency, µM (highest dose often 57.1 µM), for inactives: at the highest dose activity change, negative = inhibition; AID 596; 71,000 tested, 2% active;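 further: potency means the concentration at half of the fitted maximal effect; on the % scale 0 is the no-effect control and ±100 the full control effect; actives lower thioflavin S fluorescence by blocking filaments or displacing dye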
Target sequence (P10636 whole entry, looked up): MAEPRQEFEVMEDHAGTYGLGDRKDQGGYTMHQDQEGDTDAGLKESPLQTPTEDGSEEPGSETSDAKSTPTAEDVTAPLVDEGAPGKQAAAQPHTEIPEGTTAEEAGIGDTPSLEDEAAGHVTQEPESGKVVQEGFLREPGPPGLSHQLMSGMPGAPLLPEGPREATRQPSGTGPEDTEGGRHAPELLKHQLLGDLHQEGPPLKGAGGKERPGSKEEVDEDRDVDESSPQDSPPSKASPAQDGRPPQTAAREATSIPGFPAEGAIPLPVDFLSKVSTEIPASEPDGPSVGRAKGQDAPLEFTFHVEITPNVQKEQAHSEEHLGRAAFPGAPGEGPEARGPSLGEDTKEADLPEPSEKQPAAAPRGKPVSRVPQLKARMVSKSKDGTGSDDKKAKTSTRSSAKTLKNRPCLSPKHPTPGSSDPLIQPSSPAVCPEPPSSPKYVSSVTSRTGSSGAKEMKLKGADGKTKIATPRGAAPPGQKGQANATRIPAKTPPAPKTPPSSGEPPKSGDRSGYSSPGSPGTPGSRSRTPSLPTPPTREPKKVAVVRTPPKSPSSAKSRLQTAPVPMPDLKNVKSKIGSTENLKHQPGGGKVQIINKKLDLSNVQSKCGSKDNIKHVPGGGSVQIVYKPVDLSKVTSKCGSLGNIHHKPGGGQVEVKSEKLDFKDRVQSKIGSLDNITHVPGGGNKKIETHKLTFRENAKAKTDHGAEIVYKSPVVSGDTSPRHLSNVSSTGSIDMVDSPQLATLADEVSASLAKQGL
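Quantitative HTS: thioflavine S signal from ODS-induced tau filaments, excited at 450 nm, emission 510 nm. Conditions: 1 uM tau, 30 uM ODS, 15 h at 37 C, pH 7.4.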
Starred values were filed as active, the others as inactive; i = inactive; u = inconclusive; x = not tested or not shown; [ ] = remark or other dose. Unless noted, the call rests on the fitted dose curve; in most records, active means well fitted curve in the direction sought with a large enough effect; inconclusive means small, poorly fitted or top-dose-only effect, or another doubt; inactive means no such curve, though single readings can be large; an effect the other way counts as inactive or inconclusive. Only part of the results is shown (hit frequency here may not be typical).

SMILES	Hsp90 Hop PPI	FLuc inh	Rhodamine autofl	ERK AVP inh	ALOX15 inhib	HBB splicing	CRE-bla Fsk	HADH2 inh	DNA Pol III inh	Texas Red fluor	Tau filament bind
Cc1occc1C(=O)NCCCCNC(=O)c1ccoc1C	-3%	0%	i	-17%	10%	-0.1%	4%	7%	2%	i	4%
NC(=O)C1CCN(C(=O)c2cnn(-c3ccccc3)c2NC(=O)c2ccco2)CC1	-2%	-1%	x	-1%	6%	-5.8%	-5%	0%	-10%	x	0%
COCCn1c(SCC(=O)NCC2CCCO2)nc2c(c1=O)SC(C)C2 (stereo not given)	1%	1%	x	x	14%	0.3%	-8%	-3%	0%	x	2%
COc1ccc(S(=O)(=O)N2CCCC(C(=O)Nc3cccc(C(C)=O)c3)C2)cc1 (stereo not given)	-1%	-2%	i	-5%	5%	-0.9%	-14%	9%	-2%	i	0%
CC(=O)c1c(O)cc(C)n(Nc2nc(C)cc(C)n2)c1=O	u	2%	i	3%	48%[activator]	1.4%[57.5 µM]	-4%	2%	4%	i	1%
CN(CC(=O)NCc1ccc(F)cc1)S(=O)(=O)c1cccc2nsnc12	6%	-3%	i	15%	0%	1.3%	-2%	-7%	3%	i	-2%
Cc1ccc(S(=O)(=O)NCc2ccco2)c(C)c1C	-1%	1%	i	-14%	-8%	0.9%	-20%	-28%	-2%	i	3%
C[C@H](N)CCCC(C)(C)O	-3%[26 µM]	-1%[25.5 µM]	i	11%[25.7 µM]	6%[25.6 µM]	1.8%[20.6 µM]	5%[17.1 µM]	0%[25.6 µM]	-4%[25.6 µM]	u	2%[25.6 µM]
O=C(c1cccnc1)N1CCN(C(=O)c2ccccc2F)CC1	-6%[11 µM]	0%	x	-1%	11%[11.4 µM]	1.8%[0.0738 µM]	-13%[7.6 µM]	-4%[11.4 µM]	1%[11.4 µM]	x	1%[11.4 µM]
Cc1cccc(NC(=O)CSc2nnc(Cn3nnc(-c4ccccc4)n3)n2-c2ccccc2)c1	-1%	0%	i	-1%	-13%	0.3%[57.5 µM]	4%	32%[activator]	-6%	i	25%
CCOC(=O)CN(C(=O)CSc1nnc(-c2ccc(OC)c(OC)c2)o1)c1ccccc1	2%	0%	i	-14%	3%	x	12%	-12%	-6%	u	59%
O=C(O)c1ccccc1SCC(=O)N1CCCCC1	1%	-1%	x	14%	6%	-1.0%[9.22 µM]	-6%	-7%	-5%	x	-4%
COc1ccc(-n2c(Cc3cccn3C)nnc2SCC(=O)N2CCCc3ccccc32)cc1	-16%	-1%	i	11%	13µM*	-0.7%	-12%	7%	-1%	i	4%
CCOC(=O)c1cc2c(C(F)(F)F)cc(-c3cccnc3)nc2o1	-1%	2%	i	-4%	7%	0.5%	u	-7%	9%	i	-1%
CCOC(=O)c1[nH]c(C)c(C(=O)N2CCN(C(=O)c3ccco3)CC2)c1C	u	0%	i	37%[activator]	6%	-2.3%	u	9%	-5%	i	-3%
N#C/C(=C/c1ccc(N2CCCCCC2)o1)c1ccc(F)cc1	-14%	-25%	i	25µM*	u	u	u	-29%	-4%	i	u
Cc1cccc(-n2c(Cc3ccccc3)nnc2SCC(=O)N2CCOCC2)c1	-6%	-1%	i	19%	3%	-0.9%	1%	6%	-2%	i	1%
O=C(Nc1cccc(F)c1)N1CCC2(CCNCC2)CC1	-4%	1%[11.4 µM]	i	0%	2%	1.1%	0%	5%	-7%	i	15%
CC(C)c1ccc(O)c(O)c(=O)c1 (tested in a mixture with another compound)	-11%[11 µM]	-1%[11.4 µM]	i	14%[11.5 µM]	-15%[11.4 µM]	-4.2%[9.22 µM]	u	-13%[11.4 µM]	-6%[11.4 µM]	i	-9%[11.4 µM]
CCNc1ncc2nc(C)c(=O)n(-c3ccc(OC)cc3)c2n1	0%	1%[11.4 µM]	i	u	-5%	0.1%	u	0%	-2%	i	16%

Another view of 4 compounds above.
molecule | Hsp90 Hop PPI | FLuc inh | Rhodamine autofl | ERK AVP inh | ALOX15 inhib | HBB splicing | CRE-bla Fsk | HADH2 inh | DNA Pol III inh | Texas Red fluor | Tau filament bind
CCOC(=O)c1cc2c(C(F)(F)F)cc(-c3cccnc3)nc2o1 | -1% | 2% | i | -4% | 7% | 0.5% | u | -7% | 9% | i | -1%
CCOC(=O)c1[nH]c(C)c(C(=O)N2CCN(C(=O)c3ccco3)CC2)c1C | u | 0% | i | 37%[activator] | 6% | -2.3% | u | 9% | -5% | i | -3%
N#C/C(=C/c1ccc(N2CCCCCC2)o1)c1ccc(F)cc1 | -14% | -25% | i | 25µM* | u | u | u | -29% | -4% | i | u
Cc1cccc(-n2c(Cc3ccccc3)nnc2SCC(=O)N2CCOCC2)c1 | -6% | -1% | i | 19% | 3% | -0.9% | 1% | 6% | -2% | i | 1%

Going on with the list:
SMILES	Hsp90 Hop PPI	FLuc inh	Rhodamine autofl	ERK AVP inh	ALOX15 inhib	HBB splicing	CRE-bla Fsk	HADH2 inh	DNA Pol III inh	Texas Red fluor	Tau filament bind
CCOC(=O)C1CCN(c2cc(=O)n(Cc3ccc(F)cc3)c(=O)[nH]2)CC1	1%	1%	x	x	3%	0.4%	-11%	1%	-11%	x	71%
O=C1c2oc3ccccc3c(=O)c2C(c2cccc(F)c2)N1CCCO (stereo not given)	-4%	2%	i	-3%	2%	-0.6%	u	3%	-8%	i	4%
CCCNC(=O)NCCc1ccncc1	-1%	-3%	i	-6%	-1%	x	-8%	-3%	-4%	i	8%
COCCNC(=O)C(c1ccc(C)cc1)N(C(=O)CCC(=O)Nc1ccccn1)C1CCCC1 (stereo not given)	-2%	0%	i	-7%	10%	0.6%	-15%	2%	-7%	i	-6%
COc1ccc(CCNC(=O)c2nonc2N)cc1OC	2%	2%	i	-15%	8%	-0.3%	13%	0%	-1%	i	-16%
CC1(C)CC(N=C=O)CC(C)(CN=C=O)C1 (stereo not given)	-3%	x	x	25%	-12%	-1.0%	-12%	-2%	-8%	x	27%
CC(=O)Nc1ccc(S(=O)(=O)NCCSc2ccccn2)cc1	-3%	-2%	i	-9%	-11%	0.0%	-7%	-16%	0%	i	-13%
CCCCOc1ccccc1NC(=O)c1ccco1	6%	-4%	x	-19%	-9%	0.1%	u	2%	-4%	x	1%
CC(C)C(C)(C#N)NC(=O)CSc1nc2scc(-c3ccco3)c2c(=O)n1-c1ccccc1 (stereo not given)	-2%	-3%	i	3%	-25%	0.0%[57.5 µM]	u	0%	4%	i	172%
O=C(Oc1ccc2c(c1)OCO2)c1ccc(F)cc1Cl	u	13µM*	i	54%[activator]	u	-2.7%	4%	7%	-5%	i	-6%
O=C(NCC(=O)N(c1cnc2ccccc2c1)C(C(=O)NC1CCCC1)c1ccncc1)c1ccco1 (stereo not given)	2%	0%	i	-13%	8%	-0.2%[57.5 µM]	-9%	6%	-3%	i	1%
CCSC1=C(C#N)C2(CCCCC2)C(C#N)C(=O)N1 (stereo not given)	-4%	-9%	x	4%	-1%	-4.2%	-5%	-14%	-6%	x	6%
COCC(=O)N1CCC2(CCCN(Cc3cc(C(F)(F)F)cc(C(F)(F)F)c3)C2)CC1	1%	0%[11.4 µM]	i	0%	1%	-2.1%	-2%	7%	-3%	i	7%
CC(C)NS(=O)(=O)c1ccc(OCC(=O)NCc2ccccc2)cc1	-1%	1%	i	8%	8%	-0.3%	u	5%	-10%	i	13%
CC(=O)C1=C(O)C(=O)N(C)C1c1ccccc1F (stereo not given)	-3%	2%	x	-3%	5%	0.1%	-2%	-18%	-2%	x	-11%
COc1ccc(C2C(C(=O)N3CCCC3)c3cc(OC)c(OC)cc3C(=O)N2C)cc1 (stereo not given)	-2%	0%	i	19%	31%[activator]	0.0%	2%	2%	0%	i	16%
CCOC(=O)CSc1nnc(NC(=O)c2cccc(S(=O)(=O)N3CCCC3)c2)s1	-1%	-1%	i	6%	1%	5.5%	-13%	-12%	0%	i	-7%
CCOC(=O)c1c(C)[nH]c(C(=O)OCC(=O)N2CC(C)OC(C)C2)c1C (stereo not given)	-5%	1%	i	-13%	-20%	-0.3%[57.5 µM]	13%	12%	-1%	i	3%
